Screening results from PubChem BioAssay.
RGS4 act – RGS4 potentiation or activation; B-score at 10 µM; HEK293 M3R/inducible RGS4, carbachol calcium flux Fluo4; stronger effect = lower value; AID 463111; actives 0.92% (n = 310,000);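 active = B-score of the integrated calcium signal more than 4 SD below the library mean, with starting fluorescence not abnormally high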;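 also: negative B-score means reduced calcium response which marks RGS4 activation or potentiation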
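System – HEK293 FlpIn-TREx cells, stable M3R, doxycycline-inducible RGS4 · Reagent – ECmax carbachol challenge · Times – compound preincubation 20 min at room temperature before agonist · Technique – Fluo4 fluorescence kinetic imaging of calcium · Measure – B score of integrated Fluo4 ratio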
KCNQ1 inh – blocks the human KCNQ1 potassium channel; P51787; CHO-K1 KCNQ1, FluxOR thallium flux fluorescence; stronger effect = higher value; B-score at 10 µM; actives 1.3% (n = 310,000);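 active = compounds whose thallium flux B-score, printed positive for inhibition, exceeds three library SD while starting fluorescence stays within three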;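 also: channel opened by potassium depolarization with thallium stimulus after 20 min compound exposure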
Target sequence (P51787 whole entry, looked up): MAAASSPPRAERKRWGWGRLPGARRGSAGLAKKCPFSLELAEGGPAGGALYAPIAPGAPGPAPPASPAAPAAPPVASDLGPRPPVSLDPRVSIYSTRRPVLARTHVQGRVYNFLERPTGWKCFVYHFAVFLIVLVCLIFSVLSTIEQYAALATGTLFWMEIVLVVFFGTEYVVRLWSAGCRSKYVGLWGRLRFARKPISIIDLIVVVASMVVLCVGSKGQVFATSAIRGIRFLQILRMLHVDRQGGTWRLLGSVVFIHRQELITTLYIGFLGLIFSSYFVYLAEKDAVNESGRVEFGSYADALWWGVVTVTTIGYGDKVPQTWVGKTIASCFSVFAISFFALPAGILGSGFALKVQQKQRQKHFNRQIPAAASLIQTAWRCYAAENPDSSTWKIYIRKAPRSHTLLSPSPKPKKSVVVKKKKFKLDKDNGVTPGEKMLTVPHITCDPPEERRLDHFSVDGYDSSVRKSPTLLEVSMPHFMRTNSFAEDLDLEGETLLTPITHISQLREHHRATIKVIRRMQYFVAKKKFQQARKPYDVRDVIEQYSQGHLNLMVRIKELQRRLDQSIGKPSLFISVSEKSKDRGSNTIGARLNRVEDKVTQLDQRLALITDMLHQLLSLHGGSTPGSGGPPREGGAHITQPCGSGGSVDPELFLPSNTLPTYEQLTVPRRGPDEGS
GSK3A inh – human GSK-3 alpha kinase inhibition; P49840; ADP-Glo luminescence, 60 min; inhibition, % at 10 µM; actives 0.1% (n = 320,000);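 in the data active = inhibition above about 50%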;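 also: GST-tagged GSK-3 alpha with peptide substrate and 25 µM ATP; 0% = DMSO neutral wells and 100% = GW8510 positive control wells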
KCNK9 inh – blocks the human KCNK9 two-pore domain potassium channel; Q9NPC2; HEK293 KCNK9, FluxOR thallium flux fluorescence; stronger effect = lower value; B-score at 10 µM; actives 1.2% (n = 310,000); AID 488922;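 active = ratio B-score over 3 SD below the library mean, with starting fluorescence within 5 SD of its mean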;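 also: negative B-score means less thallium flux so channel inhibition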
RGS4 inh – human RGS4 inhibition; P49798; HEK293 M3R/RGS4 inducible, Fluo-4 calcium flux; stronger effect = higher value; triggered by carbachol at its EC20; B-score at 10 µM; actives 0.45% (n = 310,000); AID 463165;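 active = B-score, a plate-corrected calcium signal, over three deviations above library mean, with baseline fluorescence within five deviations of library mean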;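 also: RGS4 expression induced by doxycycline in cells with stable M3 receptor; B-score is computed from the integrated fluorescence ratio over baseline after carbachol; higher B-score means a larger calcium signal and so more RGS4 inhibition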
Target sequence (P49798 whole entry, looked up): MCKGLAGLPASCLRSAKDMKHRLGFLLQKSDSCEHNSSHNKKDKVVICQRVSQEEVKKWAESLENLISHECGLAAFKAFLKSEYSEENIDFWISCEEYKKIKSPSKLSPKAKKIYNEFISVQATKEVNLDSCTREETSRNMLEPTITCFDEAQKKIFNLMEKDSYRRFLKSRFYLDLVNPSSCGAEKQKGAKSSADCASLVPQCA
KCNQ1 act – potentiators or activators of human KCNQ1 potassium channel. actives 0.35% (n = 310,000). AID 2648. B-score at 10 µM. CHO-K1 KCNQ1, thallium flux FluxOR fluorescence; stronger effect = higher value;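 active = fluorescence ratio B-score, a plate-corrected score, at least three library SD, with initial intensity B-score within 5 SD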
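Doses: Single concentration per compound, DMSO matched to controls | Test system: KCNQ1-transfected CHO-K1 cells | Timing: 90 min dye loading and 20 min compound exposure, both at room temperature | Measured by: Kinetic FluxOR thallium fluorescence, 10-s 1-Hz baseline, 110-s post-stimulus read | Medium: Assay buffer with matched DMSO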
PolyA inhibitor – inhibitors of polyadenylation in S. cerevisiae. S. cerevisiae SKY197-pL101 polyadenylation reporter, beta-gal luminescence; efflux-impaired pdr1/pdr3 knockout yeast; score 100 = 6 SD above DMSO. calls only at 12 µM. actives 0.02% (n = 300,000). AID 1875;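 active = lowest replicate activity score at least 50, where 100 means six control SD above control mean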;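 also: yeast exposed to compound for 9 h at 30 °C; higher score means more reporter readthrough which indicates perturbed polyadenylation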
GSK3beta inhib – blocks human GSK3beta kinase activity; P49841; GST-GSK3beta kinase, ADP-Glo luminescence, 60 min; stronger effect = lower value; activity score (negative = inhibition), % at 10 µM; actives 0.038% (n = 300,000);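 active = more than half of replicate wells score below -50%, meaning over 50% inhibition versus plate controls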;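 also: 0% = median DMSO wells and -100% = median GW8510 positive control wells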
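Assay system: GST-tagged human GSK3beta kinase, cell-free; Input: 1.6 ng GSK3beta; Medium: Tris/MgCl2 kinase buffer; Timing: 60 min enzyme reaction, room temperature; Signal: ADP-Glo luminescence quantifying ADP generated by kinase; Evaluation: score relative to plate controls; Benchmarks: DMSO neutral wells and GW8510 at 20 µM as positive.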
KCNK3 inh – human KCNK3 channel inhibition, primary screen; actives 0.84% (n = 340,000); AID 602410; O14649; CHO-KCNK3 thallium flux, FluxOR fluorescence; stronger effect = lower value; B-score at 10 µM;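 active = B-score under library mean minus 4 SD, starting fluorescence ratio at most library mean plus 5 SD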;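 also: more negative B-score means stronger inhibition of thallium flux through KCNK3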
Dyrk1A ADPGlo – inhibitors of rat Dyrk1A kinase. inhibition, % at 12.5 µM. ADP-Glo luminescence, NFATc1 peptide. Q63470. AID 504441. actives 0.43% (n = 310,000); in the data active = inhibition above about 50%;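 also: plate controls were vehicle with enzyme for no effect and no enzyme for full effect; many of its hits are not listed in these tables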
hERG rescue – compounds protecting human hERG from proarrhythmic drug block. Q12809. CHO-hERG, FluxOR thallium flux, dofetilide IC70 present. activation (rescue from dofetilide block), less the hit threshold, % at 10 µM. actives 0.51% (n = 310,000). AID 1511;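 active = activation above the mean of controls blocked by dofetilide plus 5 SD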;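 also: thallium influx through hERG after potassium depolarization seen as dye fluorescence rise; in these data hits start at about 4.7%; inactives centre near -7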
The depositor's hits bear a star; i = inactive; · = not tested or not shown.

Preview (three entries):
Value order: GSK3beta inhib	RGS4 inh	KCNK9 inh	KCNQ1 act	PolyA inhibitor	RGS4 act	GSK3A inh	hERG rescue	KCNQ1 inh	KCNK3 inh	Dyrk1A ADPGlo
> CN(C)/C=N/c1ncc(C(=O)c2ccccc2)s1
  -2	i	i	i	i	i	13	-11	i	i	6
> Cn1cc(C(=O)C(=O)N2CCCC2)c2ccccc21
  -2	i	i	i	i	i	0	-9	i	i	-4
> O=C1C=C(c2cccc3c2oc2ccccc23)CCC1
  2	i	i	i	i	i	1	-10	i	i	9

This part in full, from the start:
Value order: GSK3beta inhib	RGS4 inh	KCNK9 inh	KCNQ1 act	PolyA inhibitor	RGS4 act	GSK3A inh	hERG rescue	KCNQ1 inh	KCNK3 inh	Dyrk1A ADPGlo
> CN(C)/C=N/c1ncc(C(=O)c2ccccc2)s1
  -2	i	i	i	i	i	13	-11	i	i	6
> Cn1cc(C(=O)C(=O)N2CCCC2)c2ccccc21
  -2	i	i	i	i	i	0	-9	i	i	-4
> O=C1C=C(c2cccc3c2oc2ccccc23)CCC1
  2	i	i	i	i	i	1	-10	i	i	9
> O=C(Nc1ccccc1C(F)(F)F)c1cc2ccccc2o1
  -6	i	i	i	i	i	2	-9	i	i	0
> O=C(CN1C(=O)c2cccnc2Oc2ccc(Cl)cc21)NC1CCCCC1
  0	i	i	i	i	i	-1	-7	i	i	3
> COc1ccc(NC(c2ccccc2)c2ccncc2)cc1 (stereo not given)
  -16	i	i	i	i	i	-1	-8	i	i	-4
> CN(C)c1cccc(C(=O)OCC(=O)Nc2ccccc2Cl)c1
  3	i	i	i	i	i	-2	-7	i	i	-2
> Cc1ccc2c(C(=O)CN3CCCC(C)C3)c(C)[nH]c2c1 (stereo not given)
  -5	i	i	i	i	i	-1	-3	i	i	-3
> CSc1nc2cc(C)nn2c(-c2ccccc2Cl)c1C#N
  -4	i	i	i	i	i	-2	-2	i	i	·
> CCc1ccc(NCCC(=O)c2ccc(Br)cc2)cc1
  -2	i	i	i	i	i	1	-13	i	i	-10
> CC(=O)N/C(N)=N/c1nc2cc([N+](=O)[O-])ccc2o1
  -3	i	i	i	i	i	-3	-5	i	i	·
> COc1cc2c(cc1OC)C(C)N(C(=O)c1cc3ccccc3o1)CC2 (stereo not given)
  0	i	i	i	i	i	-2	-13	i	i	5
> Cc1ccc2nc(NC(=O)CCn3c(=O)sc4ccccc43)sc2c1
  -2	i	i	i	i	i	0	-12	i	i	7
> CC1(C)CC(=O)C2=C(C1)N(c1ccc(F)cc1)C(=O)CC2c1cccnc1 (stereo not given)
  1	i	i	i	i	i	0	-4	i	i	-1
> Cc1[nH]c2ccccc2c1SCc1nnc(SCc2ccc(Cl)cc2)n1C
  0	i	i	i	i	i	3	-7	i	i	-3
> O=C(Nc1ccc2c(c1)OCO2)c1ccc([N+](=O)[O-])cc1[N+](=O)[O-]
  3	i	i	i	i	i	8	-7	i	i	3
> COc1ccc(/C=C/C(=O)NCC(=O)N2CCC(N(C)CCN3CCOCC3)CC2)cc1OC
  -1	i	i	i	i	i	-2	-9	i	i	1
> CCOC(=O)N1CCC(NC(=O)c2cc(S(=O)(=O)N3CCCCC3)ccc2F)CC1
  3	i	i	i	i	i	1	-11	i	i	2
> O=C(NCC1CCCO1)c1ccc(Br)s1 (stereo not given)
  -7	i	i	i	i	i	-2	-9	i	i	-6
> CCOC(=O)NS(=O)(=O)c1ccc(CCNC(=O)c2cc(C)on2)cc1
  -1	i	i	i	i	i	-1	-4	i	i	-7
> CCOC(=O)N1CCN(C(=O)CSCc2ccccc2C)CC1
  1	i	i	i	i	i	-3	-11	i	i	-4
> COC(=O)[C@@H](Cc1ccccc1)NC(=O)NCCc1ccccc1
  0	i	i	i	i	i	-2	-6	i	i	3
> Cc1cc(OCCCCCNCCO)ccc1Cl
  0	i	i	i	i	i	0	-15	i	i	3
> Cc1ccccc1NC1=C/C(=N\S(=O)(=O)c2cccs2)c2ccccc2C1=O
  -1	i	i	i	i	i	·	-13	i	i	2
> O=C(CCC1CCCC1)N1CCC(N2CCCCCC2)CC1
  2	i	i	i	i	i	-2	-9	i	i	-5
> Nc1ccc(C(=O)Oc2ccc([N+](=O)[O-])cc2)c(O)c1
  5	i	i	i	i	i	0	-6	i	·	·
> O=C(O)C1CC(=O)N(c2ccc(OCc3ccc(Br)cc3)cc2)C1 (stereo not given)
  1	i	i	i	i	i	-1	-5	i	i	-4
> CCn1c(/C=C\c2ccccc2C)nc2ccccc2c1=O
  3	i	i	i	i	i	1	-14	i	i	6
> O=C(O)COc1ccccc1/C=N/NC(=O)CNC(=O)c1ccc(F)cc1
  2	i	i	i	i	i	1	-7	i	i	4
> O=C(NCCCc1ccccc1)c1cccc(Br)c1
  -1	i	i	i	i	i	-1	-3	i	i	0

Reprinted at random: 2 records from the list.
Value order: GSK3beta inhib	RGS4 inh	KCNK9 inh	KCNQ1 act	PolyA inhibitor	RGS4 act	GSK3A inh	hERG rescue	KCNQ1 inh	KCNK3 inh	Dyrk1A ADPGlo
> CCOC(=O)NS(=O)(=O)c1ccc(CCNC(=O)c2cc(C)on2)cc1
  -1	i	i	i	i	i	-1	-4	i	i	-7
> CCOC(=O)N1CCC(NC(=O)c2cc(S(=O)(=O)N3CCCCC3)ccc2F)CC1
  3	i	i	i	i	i	1	-11	i	i	2

Next section.
Value order: GSK3beta inhib	RGS4 inh	KCNK9 inh	KCNQ1 act	PolyA inhibitor	RGS4 act	GSK3A inh	hERG rescue	KCNQ1 inh	KCNK3 inh	Dyrk1A ADPGlo
> O=C(CSc1nnc(CSc2nc3ccccc3s2)o1)NC1CCCCC1
  -2	i	i	i	i	i	-2	-2	i	i	6
> CCN(CC)CCNC(=O)Cn1cnc2sc(C)c(S(=O)(=O)N3CCOCC3)c2c1=O
  1	i	i	i	i	i	-3	-11	i	i	-7
> CCOC(=O)N1CCN(c2c(N3CCC(N4CCCCC4)CC3)c(=O)c2=O)CC1
  -2	i	i	i	i	i	1	-8	i	i	-6
> Cc1cc(=O)n2nc(N3CCC(C(=O)NCc4ccc(Cl)cc4)CC3)sc2n1
  ·	i	i	i	i	i	-1	-12	i	i	-1
> Cc1ccc(CS(=O)Cc2ccc(C(=O)NC3CCCCCC3)o2)cc1 (stereo not given)
  -1	i	i	i	i	i	-2	-5	i	i	-2
> FC(F)(F)c1ccc(N/N=C/c2cccnc2)nc1
  -7	i	i	i	i	i	7	-4	i	i	23
> CCOC(=O)c1sc(N)c(C#N)c1CSc1nnc(C2CCCCC2)n1N
  -21	i	i	i	i	i	-4	-20	i	i	-2
> CCn1c(=O)c(C(=O)NCc2ccc(OC)cc2)c(O)c2ccccc21
  2	i	i	i	i	i	-1	-2	i	i	-3
> COc1ccc(NC(=O)CSc2c3c(nc4cc(Cl)ccc24)CCCC3)cc1OC
  -5	i	i	i	i	i	-1	-15	i	i	6
> COc1ccccc1CNC(=O)c1ccc(CS(=O)(=O)c2ccc(C)cc2)o1
  1	i	i	i	i	i	2	-11	i	i	-6
> O=C(CSc1ncccn1)NC(=O)Nc1ccc2c(c1)OCCO2
  -2	i	i	i	·	i	2	-15	i	i	-3
> COc1ccc(CC(=O)NC(C)c2nnc(SCCC(=O)Nc3ccccc3)n2C)cc1 (stereo not given)
  -1	i	i	i	i	i	-1	-11	i	i	-3
> CC(=O)Nc1c(O)nc(SCC(=O)Nc2cccc(C)c2)[nH]c1=O
  -5	i	i	i	i	i	-3	-8	i	i	2
> Cc1ccc(C)c(NC(=O)CSc2nnc(CSc3nc(C)cc(C)n3)n2Cc2ccco2)c1
  -4	i	i	i	i	i	-1	-6	i	i	3
> Cc1cccc(NC(=O)NNC(=O)c2c(Cl)c(C)nn2C)c1
  0	i	i	i	i	i	-2	-5	i	i	-1
> O=C(NCc1ccco1)c1ccc2nc3sc4c(c3c(=O)n2c1)CCCC4
  -9	i	i	i	i	i	11	-11	i	·	·
> Cn1c(=O)[nH]c(=O)c2c1nc(Br)n2CCCO
  1	i	i	i	i	i	3	-10	i	i	0
> C=C(C)c1cccc(C(C)(C)NC(=O)N2CCN(c3ccccc3OC)CC2)c1
  5	i	i	i	i	i	3	-12	i	i	-1
> Cc1sc2c(c1C)C(=O)NC(c1ccccc1F)N2 (stereo not given)
  4	i	i	i	i	i	2	-6	i	i	-3
> CCc1ccc(C(=O)NNc2cc(Cl)cc(Cl)c2)cc1
  4	i	i	i	i	i	-1	-3	i	i	12
> O=C1NC(c2ccc(Cl)cc2)Nc2ccccc21 (stereo not given)
  2	i	i	i	i	i	-2	-3	i	i	-7
> CS(=O)(=O)N1CCC(C(=O)Nc2cccc([N+](=O)[O-])c2)CC1
  3	i	i	i	i	i	-1	-8	i	i	2
> COc1ccccc1/C=C/C(=O)OCc1nc2ccccc2c(=O)[nH]1
  -3	i	i	i	i	i	-3	-10	i	i	3
> COc1ccc(S(=O)(=O)N2CCC(C(N)=O)(N3CCCCC3)CC2)cc1OC
  3	i	i	i	i	i	0	-7	i	i	-6
> COc1ccc(NC(=S)N2CCC(N(C)CCN3CCOCC3)CC2)cc1
  11	i	i	i	i	i	0	-7	i	i	-6
> O=C(NCCN1CCc2ccccc2C1)Nc1ccc([N+](=O)[O-])cc1
  3	i	i	i	i	i	0	-17	i	i	11
> CCC(C)NC(=S)NNC(=O)c1ccncc1 (stereo not given)
  -3	i	i	i	i	i	5	-5	i	i	-3
> c1ccc(CNCC2COc3ccccc3O2)cc1 (stereo not given)
  2	i	i	i	i	i	-1	0	i	i	18
> c1ccc2c(CN3CCSCC3)cccc2c1
  2	i	i	i	·	i	0	-4	i	i	-1
> COC(=O)N1C/C=C\C(c2ccc(OC)cc2)N(Cc2ccc(F)cc2)C(=O)C1 (stereo not given)
  -3	i	i	i	i	i	-2	-13	i	i	5
> CCn1c(N2CCN(C(=O)NC3CCCCC3)CC2)nc2ccccc21
  2	i	i	i	i	i	-3	-9	i	i	4
> Cc1cc(NC(=O)c2ccc3c(c2)OCCO3)no1
  -1	i	i	i	i	i	-1	-7	i	i	7

The list is partial; rates above refer to the full screens.
